BioA inh – M. tuberculosis BioA enzyme inhibitors, primary screen, biochemical, plate reader, single point, HTS. purified M. tuberculosis BioA enzyme. inhibition, % at 9.99 µM. 360,000 compounds, 0.096% hits; in the data active means inhibition above about 40%; inconclusive means no clear call, values can overlap the other calls
BoNT A protease – BoNT/A light chain protease inhibitors, primary screen, biochemical, flow cytometry, MLPCN library; Botulinum neurotoxin type A light chain protease (Clostridium botulinum A str. ATCC 3502); multiplex microsphere protease substrate cleavage; inhibition, % at 10 µM; 360,000 compounds, 0.17% hits; AID 588499, 2011; in the data active means inhibition above about 30%; inconclusive means no clear call, values can overlap the other calls; further: plate controls were buffer without enzyme for full effect and enzyme alone for no effect
PrPC TRFRET – inhibitors of human cell surface prion protein PrPC, primary screen, cell-based, TR-FRET; TR-FRET read-out; 370,000 compounds, 0.43% hits; Major prion protein (Homo sapiens), P04156; inhibition, % at 13.8 µM; AID 720596, 2013; in the data active means inhibition above about 24%; further: 0% = median of the test wells and 100% = reference compound wells
GDH-TPI inh – GDH-TPI coupling enzyme inhibitors, primary screen, artefact control for M. tuberculosis FBA inhibitor project, biochemical, absorbance, full deck; GDH-TPI coupled enzyme counterscreen, NADH absorbance; inhibition, % at 4.8 µM; 360,000 compounds, 1.2% hits; AID 588335, 2011;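 further: 0% = DMSO wells and 100% = wells lacking the enzyme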
BoNT F protease – BoNT/F light chain protease inhibitors, primary screen, biochemical, flow cytometry, MLPCN library. inhibition, % at 10 µM. 360,000 compounds, 0.22% hits. Botulinum neurotoxin type F light chain protease (Clostridium botulinum). Multiplex microsphere protease cleavage assay; in the data active means inhibition above about 35%, passing the limit was not always enough; inconclusive means no clear call, values can overlap the other calls; further: plate controls were buffer without enzyme for full effect and enzyme alone for no effect
FBA Mtb inh – Mtb FBA enzyme inhibitors, primary screen, biochemical, fluorescence, strain H37Rv; 360,000 compounds, 2.3% hits; purified M. tuberculosis FBA, fluorescence read-out; Fructose-bisphosphate aldolase (Mycobacterium tuberculosis (strain ATCC 25618 / H37Rv)), …; inhibition, % at 1 µM; in the data active means inhibition above about 27%;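 further: 0% = vehicle and 100% = reference inhibitor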
Target sequence (P9WQA3 whole entry, looked up): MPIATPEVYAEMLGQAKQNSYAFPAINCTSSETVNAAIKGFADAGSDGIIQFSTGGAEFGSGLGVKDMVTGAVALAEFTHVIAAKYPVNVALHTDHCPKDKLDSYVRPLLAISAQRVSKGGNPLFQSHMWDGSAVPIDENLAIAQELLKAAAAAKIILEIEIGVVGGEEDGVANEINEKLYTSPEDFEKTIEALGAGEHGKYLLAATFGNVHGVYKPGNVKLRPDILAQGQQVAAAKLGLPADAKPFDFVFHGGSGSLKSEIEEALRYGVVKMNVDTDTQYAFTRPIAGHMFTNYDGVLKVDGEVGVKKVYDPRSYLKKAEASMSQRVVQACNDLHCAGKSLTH
CCHF vOTU inh – CCHFV vOTU protease inhibitors, primary screen, biochemical, Pep-AMC substrate, fluorescence; Crimean-Congo hemorrhagic fever virus L polyprotein viral ovarian tumor (vOTU) protease …; inhibition, % at 11.5 µM; 370,000 compounds, 0.55% hits; AID 651958, 2012; further: 0% = vehicle wells with enzyme and 100% = no enzyme wells
Mtb UGM inh – M. tuberculosis UGM enzyme inhibitors, primary screen, biochemical, fluorescence polarization, single point | UDP-galactopyranose mutase (Mycobacterium tuberculosis (strain ATCC 25618 / H37Rv)), … | purified UGM, fluorescence polarization probe displacement | inhibition, % at 10 µM | 320,000 compounds, 0.06% hits | AID 504406, 2011; in the data active means inhibition above about 10%, passing the limit was not always enough; inconclusive means no clear call, values can overlap the other calls
Target sequence (P9WIQ1 whole entry, looked up): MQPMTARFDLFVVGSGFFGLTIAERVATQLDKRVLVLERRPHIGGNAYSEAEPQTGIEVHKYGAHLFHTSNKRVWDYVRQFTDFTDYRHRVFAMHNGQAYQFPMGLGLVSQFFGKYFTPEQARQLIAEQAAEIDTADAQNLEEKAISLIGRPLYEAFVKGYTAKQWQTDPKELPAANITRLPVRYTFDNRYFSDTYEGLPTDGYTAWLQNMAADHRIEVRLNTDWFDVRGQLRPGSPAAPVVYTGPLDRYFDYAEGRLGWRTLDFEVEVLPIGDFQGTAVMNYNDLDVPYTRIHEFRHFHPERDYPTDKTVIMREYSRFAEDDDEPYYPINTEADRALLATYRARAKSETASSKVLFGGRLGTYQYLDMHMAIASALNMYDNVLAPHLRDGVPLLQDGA
FadD28 binding – inhibitors of FadD28 bisubstrate probe binding, primary screen, biochemical, fluorescence polarization, single point; Mycobacterium tuberculosis FadD28 fatty-acid-AMP ligase; inhibition, % at 12.5 µM; 360,000 compounds, 0.22% hits; AID 588549, 2011; in the data active means inhibition above about 8.5%, passing the limit was not always enough; inconclusive means no clear call, values can overlap the other calls
* marks the source's active call; other numbers are inactive results; ? = inconclusive; . = no result given; & = joins results of further samples. Unless noted, no stated cut-off is given here; in the data, active means inhibition above about 30%; inactive means the rest.

Results follow in this order: BioA inh, BoNT A protease, PrPC TRFRET, GDH-TPI inh, BoNT F protease, FBA Mtb inh, CCHF vOTU inh, Mtb UGM inh, FadD28 binding
> CN(C)CCNC(=O)c1cccc(-c2cnc3c(NC=O)cc(-c4ccccc4F)cn23)c1
  1.1, 1.4, -32.9, 4.4, -14.1, 0.4, 5.4, ., -7.5
> Cc1ccc(N2NC(=O)/C(=C/C=C/c3ccco3)C2=O)cc1C
  ., -0.6, 1.5, 5.7, -0.8, 0.1, -1.1, -0.1, -0.4
> CCC1=C(OC(=O)N(CC)CC)N2C(=O)OC(=NCCOC)[C@]2(Cc2ccccc2)[C@H]2C1=CC[C@H]1C(=O)NC(=O)[C@H]12
  1.0, 0.1, -4.6, -3.5, -7.5, -1.2, 1.0, -0.3, -1.1
> CCC(=O)N1c2ccccc2NC2=C(C(=O)CC(C)(C)C2)C1c1ccc(O)c(OC)c1 (configuration not stated)
  -0.8, -3.0, 2.3, 29.4, 1.4, 1.0, -5.0, -0.2, 1.0
> COc1ccc(C(=O)OCC(=O)NCCCc2ccccc2)cc1[N+](=O)[O-]
  -1.1, -0.2, -3.9, 0.0, -0.4, -1.6, 9.3, 2.2, -2.0
> COc1cc(C(c2c(O)cc(C)[nH]c2=O)c2c(O)cc(C)[nH]c2=O)ccc1O
  3.2, -3.7, -4.1, -11.0, 16.9, 1.4, -2.8, 3.0, -0.8
> COC(=O)c1ccc(CSc2nnc(N)s2)o1
  ., -0.6, 7.2, 1.2, -8.0, 0.9, -12.1, -1.3, -1.7
> CCN(CC)P(=O)(c1ccccc1)c1c(C)nc2ccccn12 (configuration not stated)
  ., -0.8, -0.4, -8.2, 9.9, 1.9, 0.2, -1.8, .
> O=C(Nc1ccc2c(c1)OCO2)c1ccncc1
  2.4, 0.7, -0.4, 6.9, -9.3, 2.5, -0.8, -1.2, -2.9
> Cc1noc(C)c1C(=O)NCCCc1ccccc1
  -1.4, 1.4, -1.2, 0.0, 17.1, 3.1, 1.6, 1.3, 0.2

(cont.)
Results follow in this order: BioA inh, BoNT A protease, PrPC TRFRET, GDH-TPI inh, BoNT F protease, FBA Mtb inh, CCHF vOTU inh, Mtb UGM inh, FadD28 binding
> O=C(NCc1ccccc1Br)c1cccc2c1C(=O)c1ccc(N3CCC(Cc4ccccc4)CC3)cc1S2(=O)=O
  -7.6, 7.7, ., 3.2, 5.1, 1.0, ., 8.5, -0.7
> COc1ccc(NC(=O)CSCC(=O)OCc2cccc(OC)c2OC)cc1
  ., -1.7, -1.8, -7.4, 14.4, 6.3, -7.0, -0.3, -1.1
> Brc1ccc(C2=CC(c3ccco3)n3nnnc3N2)cc1 (configuration not stated)
  ., 2.4, -2.7, 22.4, ?, -3.4, -3.1, -1.0, -1.2
> Cc1ccc(C(C[N+](=O)[O-])c2c(C)cc3ccccn23)cc1 (configuration not stated)
  ., 2.1, -0.9, -2.2, -7.8, -0.7, 3.4, -0.9, -0.1
> CC(C)(C)OC(=O)N(CCc1ccccc1)Cc1ccccc1OCc1cccc(NC(=O)/C=C/c2ccccc2)c1
  -4.6, -0.5, -2.4, 29.2, -0.6, 3.9, 19.8, ., -1.9
> Cc1nn(Cc2ccccc2Cl)c(C)c1C(=O)N(C)CC(=O)Nc1cccc(F)c1
  11.2, -1.7, -4.6, -1.1, 0.5, -1.6, 6.4, -1.0, .
> CC1CC(C)CN(C(=O)COC(=O)C2CCN(S(=O)(=O)c3c(Cl)cccc3Cl)CC2)C1 (configuration not stated)
  ., -0.6, -2.8, -4.3, 11.2, -2.7, 0.6, -1.0, -2.0
> CCOC(=O)c1c(-c2ccco2)csc1N
  -2.3, -0.7, 5.8, 13.3, -6.6, -0.1, 5.8, 0.0, -1.2
> CCCCc1n[nH]c2c1/C(=N/O)CC(C)(C)C2
  -1.1, -1.1, 8.0, 3.7, -15.0, -0.5, -0.7, -1.2, -0.7
> COC(C/C=C/[C@@H](O)COCc1ccccc1)OC
  -0.8, -0.8, 0.6, 9.2, -4.5, -1.8, 4.3, -0.5, -2.9

The listing continues:
Results follow in this order: BioA inh, BoNT A protease, PrPC TRFRET, GDH-TPI inh, BoNT F protease, FBA Mtb inh, CCHF vOTU inh, Mtb UGM inh, FadD28 binding
> COc1ccc(C(C)=O)cc1COC(=O)CNC(=O)c1ccc(Cl)cc1
  ., 0.6, 4.9, 5.5, -2.1, -1.8, 12.0, -0.5, -5.3
> CCC(=O)Nc1cc(ON=C(C)C)cc([N+](=O)[O-])c1
  0.7, -0.2, -28.6, 4.8, -0.1, 1.4, 8.2, -0.6, -5.0
> CCOC(=O)c1ccc(NC(=O)CC2C(=O)N(c3cccc(OC)c3)C(=O)N2CCOC)cc1 (configuration not stated)
  2.1, 0.3, -2.4, 10.1, -1.0, -0.9, 1.7, 0.2, -3.8
> O=C(CCCOc1ccc(Br)cc1)Nc1ccc(S(=O)(=O)N2CCOCC2)cc1
  -1.2, ., 13.2, 8.1, ., -1.7, -8.0, -1.6, -3.6
> COc1ccc(C(=O)NCCN(C)C)c2nc3ccccc3cc12
  ., 2.4, 17.2, 2.6, -33.0, -2.7, 7.7, ., -4.5
> N#Cc1c(SCC(=O)Nc2ccc(Cl)cc2Cl)sc2c(O)cc(=O)[nH]c12
  -0.7, -0.3, 2.0, 33.1*, -8.6, 1.1, 12.8, 3.4, 0.0
> COc1cccc(-c2cc(C(F)(F)F)nc(NCc3ccco3)n2)c1
  -2.5, 1.4, -4.4, 9.6, 4.3, 0.2, -4.7, -1.4, -2.4
> Cc1ccc(Cn2c(Sc3ncccn3)nc3c2c(=O)[nH]c(=O)n3C)cc1
  0.8, -0.2, 8.4, 2.3, 4.6, 1.2, -13.4, 1.3, -2.7
> COc1ccccc1C1c2[nH]c3ccccc3c2CCN1Cc1ccc(NC(C)=O)s1 (configuration not stated)
  -2.0, -0.1, 4.9, 32.5*, -9.9, 7.7, -5.3, 0.5, -0.2
> Cc1ccc(NC(=O)c2c(C(=O)Nc3ccccc3)sc3nc(C)cc(=O)n23)cc1
  ., -0.3, 0.5, 15.4, -3.7, 5.4, -5.1, 3.9, -1.2

Further entries.
Results follow in this order: BioA inh, BoNT A protease, PrPC TRFRET, GDH-TPI inh, BoNT F protease, FBA Mtb inh, CCHF vOTU inh, Mtb UGM inh, FadD28 binding
> CCOC(=O)c1[nH]cnc1C(=O)Nc1ccccn1
  -4.2, -0.3, 3.0, 18.4, 1.2, -1.1, 15.7, 1.4, -0.2
> Cc1ccc2nc(SCC(=O)Nc3ccc(Cl)cc3)nc(=O)n2c1
  0.6, ., 5.8, 16.6, ., -2.9, -0.2, -0.8, -2.1
> O=c1[nH]c(=S)n(CCC2=CCCCC2)c(O)c1/C=N/Nc1ccccc1
  ., -0.2, 5.1, 22.8, -9.1, 1.5, 23.4, -3.4, -0.4
> COc1ccccc1/C=C1\CCCC2=C1Nc1nnnn1C2c1ccccc1OC (configuration not stated)
  -0.8, -0.2, -2.2, -1.1, 2.8, 1.0, -4.3, -3.1, -4.3
> COc1ccc(S(=O)(=O)N(C)C[C@H]2Oc3c(NC(=O)Nc4ccc5c(c4)OCO5)cccc3C(=O)N([C@H](C)CO)C[C@@H]2C)cc1
  0.6&0.9, -0.5, 3.0, -13.8, -2.6, 112.4*, 0.5, -1.7, -2.8
> COC(=O)c1ccccc1NS(=O)(=O)c1ccc2c3c(cccc13)C(=O)N2
  -0.2, -0.1, -12.2, 9.8, -7.8, -1.8, -18.8, -0.6, -11.5
> Cc1ccc(Nc2nc(N)nc(CSc3nncn3C)n2)cc1
  -0.7, -0.2, 1.3, -2.2, -2.8, 1.3, -12.6, -0.7, -4.7
> O=C(CCN1C(=O)/C(=C/c2cccs2)SC1=S)Nc1ccc(C(=O)O)cc1
  -1.1, -1.7, -10.8, 10.3, 6.4, -4.9, 11.3, -1.1, -1.1
> CC1(C(=O)NS(=O)(=O)c2cccc(F)c2)CCN1C(=O)CCC1CCCC1 (configuration not stated)
  -0.8, 0.1, -4.9, 10.6, -5.7, 0.7, -5.8, ., 0.6
> CCC(C)N(C(=O)COC(=O)c1cc([N+](=O)[O-])ccc1N)C1CCS(=O)(=O)C1 (configuration not stated)
  0.0, -3.7, -20.6, 13.5, -6.2, -0.4, 2.4, 2.8, 1.5

(cont.)
Results follow in this order: BioA inh, BoNT A protease, PrPC TRFRET, GDH-TPI inh, BoNT F protease, FBA Mtb inh, CCHF vOTU inh, Mtb UGM inh, FadD28 binding
> CCCNC(=O)CCn1nc(-c2ccc(C)cc2)c2ccccc2c1=O
  1.9, 0.5, 2.5, 2.0, 13.4, 1.7, 11.8, 1.7, 0.9
> O=C(NNC(=O)c1ccc2ccccc2c1O)NC1CCCCC1
  0.3, -2.5, -2.7, 18.5, -0.2, 24.3, -20.6, 1.0, 0.7
> COc1cc(/C=C/C(=O)OCC(=O)Nc2nnc(-c3ccccc3)o2)cc(OC)c1OC
  -1.1, -4.0, 0.1, -7.2, -6.8, 1.1, 10.4, -1.5, 0.2
> CN(C)S(=O)(=O)N1CCC(Oc2ccc(C(=O)NCCc3cscn3)cc2)CC1
  -0.9, -1.5, 1.5, 0.7, 1.3, -3.8, 12.7, 0.2, -3.5
> O=C(CCCOc1ccccc1)OCn1nnc2ccccc2c1=O
  ., -0.3, -1.3, -1.5, 0.5, 1.6, -4.1, 2.3, -2.0
> N#C/C(=C\c1cccc([N+](=O)[O-])c1)C(=O)NCC1CCCO1 (configuration not stated)
  ., 0.7, 0.3, -2.2, 1.5, 3.2, -0.7, 1.1, 2.3
> CCCCN(C)C(=O)C(Cc1ccccc1)NS(=O)(=O)c1ccc2c(c1)CCC(=O)N2 (configuration not stated)
  -2.0, -0.2, 2.4, 1.4, 2.3, -0.3, -8.3, -0.2, 1.7
> CCC(C(=O)OC)n1cnc2scc(-c3ccc(C)c(C)c3)c2c1=O (configuration not stated)
  -1.0, 0.8, -8.9, 4.6, 18.6, 1.2, 2.6, 0.6, -1.9
> CCOc1cc(N2CCOCC2)c(OCC)cc1NC(=O)C(NC(=O)c1ccco1)C(C)C (configuration not stated)
  -0.8, 0.2, 4.3, 11.0, 5.4, 6.1, 6.9, 0.6, -0.2
> COc1ccccc1OC(C)C(=O)Nc1ccccc1C(=O)NCC1CCCO1 (configuration not stated)
  -0.8, -1.8, 3.6, 3.0, 9.4, 0.3, -0.6, -0.7, 0.7

New compounds follow
Results follow in this order: BioA inh, BoNT A protease, PrPC TRFRET, GDH-TPI inh, BoNT F protease, FBA Mtb inh, CCHF vOTU inh, Mtb UGM inh, FadD28 binding
> Nc1c(Cl)ncnc1N/N=C/c1cccnc1
  ., -2.8, -11.7, 40.1*, ?, 2.0, -11.5, -3.6, -1.9
> CCCCCC(=O)Nc1ccc(-c2csc(C)n2)cc1
  ., 0.5, 5.7, 4.1, -5.9, -0.8, 23.1, 0.2, -2.1
> N#Cc1cc2cc3c(cc2nc1SCC(=O)N1CCOCC1)OCCO3
  1.2, -4.3, -2.5, -0.7, -7.5, 0.8, -5.5, -3.4, -3.6
> Cc1cccc(COCC(Cc2ccccc2)N2CCN(C(=O)c3cccc(Cl)c3)CCC2=O)c1 (configuration not stated)
  -0.5, 0.6, -2.4, 6.9, 4.5, 3.0, 7.2, 1.8, -2.9

Screening results from PubChem BioAssay.
